RmlCD inh 1536: blocks M. tuberculosis RmlC and RmlD coupled enzymes | actives 0.03% (n = 160,000) | inhibition, % at 3.6 µM | P9WH09+P9WH11 | RmlC+RmlD coupled enzyme assay, percent inhibition; primary screen in compound mixtures | AID 1533; in the data active means inhibition mostly above about 34%, no sharp cut-off; further: some results filed as inactive read as strong as hits
Target sequence (P9WH09 whole entry, looked up): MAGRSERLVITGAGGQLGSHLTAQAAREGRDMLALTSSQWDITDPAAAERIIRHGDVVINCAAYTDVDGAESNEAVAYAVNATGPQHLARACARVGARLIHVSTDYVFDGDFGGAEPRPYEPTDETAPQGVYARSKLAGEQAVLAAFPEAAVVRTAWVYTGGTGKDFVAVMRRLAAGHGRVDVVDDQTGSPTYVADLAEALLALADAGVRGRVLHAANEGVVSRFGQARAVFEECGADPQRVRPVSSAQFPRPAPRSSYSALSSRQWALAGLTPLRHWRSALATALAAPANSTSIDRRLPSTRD
Target sequence (P9WH11 whole entry, looked up): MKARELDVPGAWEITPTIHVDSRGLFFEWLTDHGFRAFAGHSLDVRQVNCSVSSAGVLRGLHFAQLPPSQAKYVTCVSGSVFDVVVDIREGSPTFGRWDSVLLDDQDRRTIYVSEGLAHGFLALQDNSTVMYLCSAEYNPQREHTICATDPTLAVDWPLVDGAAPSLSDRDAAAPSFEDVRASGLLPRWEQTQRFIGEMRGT
M. tuberculosis GlmU: inhibition of mycobacterial GlmU enzyme – biochemical, glucosamine-1-phosphate acetyltransferase (AID 1376); M. tuberculosis GlmU acetyltransferase enzyme assay; higher % means a stronger effect; inhibition, %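 (tested at 30 µM in the primary screen)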; hits with a dose series show IC50 in µM; actives 0.25% (n = 220,000); in the data active means inhibition above about 13%;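 further: 0% = complete reaction with vehicle and 100% = reaction without substrate; strong numbers were not always called active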
Active calls of the source: *; / = not tested or not shown. A portion of the library; count on the stated rates, not on these rows.

smiles	RmlCD inh 1536	M. tuberculosis GlmU
O=C(CCNc1ccc(Cl)c(C(F)(F)F)c1)c1ccco1	/	1.9%
CC1CC2=C(NC(=S)NC2c2cccc(F)c2)/C(=C/c2cccc(F)c2)C1 (stereo not drawn)	/	0.4%
COc1cccc(NC(=O)c2ocnc2C)c1	/	-0.3%
Cc1ccc2nsnc2c1S(=O)(=O)N1CCN(C(=O)C2CCCO2)CC1 (stereo not drawn)	/	-0.3%
CC(C)C(=O)NCCc1nc2ccccc2n1CCc1ccccc1	5.0	3.0%
O=C(/C=C/c1ccco1)OCc1nnc(-c2ccc(Cl)cc2)o1	6.2	-9.1%
O=C(NNc1ccccc1[N+](=O)[O-])Nc1ccccc1	-2.9	1.0%
CCCCN(C(=O)c1ccc(S(=O)(=O)N(C)C)cc1)c1nc2ccccc2s1	15.2	-2.8%
CCOC(=O)NC(=O)CSc1ccccn1	1.1	-4.5%
Nc1ncnc2c1ncn2C1OC(CO)C(O)C1N (stereo not drawn)	-0.8	2.0%

Reprinted from the part before: two compounds; new compounds follow.
smiles	RmlCD inh 1536	M. tuberculosis GlmU
CCOC(=O)NC(=O)CSc1ccccn1	1.1	-4.5%
Nc1ncnc2c1ncn2C1OC(CO)C(O)C1N (stereo not drawn)	-0.8	2.0%
COCCN(C(=O)c1cc(OC)c(OC)c(OC)c1)c1c(N)n(Cc2ccccc2)c(=O)[nH]c1=O	/	7.4%
CC1CCN(CC(=O)Nc2ccc(Cl)cc2[N+](=O)[O-])CC1	7.5	-1.4%
CCn1c(SCC(=O)NNC(=O)c2ccc(OC)cc2)nnc1-c1cccnc1	-1.2	-0.6%
CCC(CC)C(=O)Nc1cc([N+](=O)[O-])ccc1Cl	-13.0	-1.8%
COCCCOc1ccnc(CS(=O)c2nc3ccccc3[nH]2)c1C (stereo not drawn)	/	1.7%
Cc1nn2c(-c3cccnc3)ccnc2c1-c1ccccc1	/	-1.3%
O=C(O)CSCC(=O)Nc1cc(C(F)(F)F)ccc1Cl	18.1	6.3%
CC1(C)CC(=O)C2=C(C1)OC(N)=C(C#N)C2c1ccccc1OC(=O)N1CCOCC1 (stereo not drawn)	-4.5	-0.1%
Cc1ccc(C(O)c2nccn2C)o1 (stereo not drawn)	/	2.6%
CCOC(=O)CSc1nc2ccc(NC(=O)CSc3nnnn3Cc3ccccc3)cc2s1	/	-1.3%
Cc1ccc(C(=O)NCCCCNC(=O)c2ccc(C)o2)o1	/	1.3%
O=C(c1cn(Cc2ccccc2)c2ccccc12)C1CC1	2.1	-9.0%
C=CCn1c(=O)c2ccccc2n2c(SCC(=O)NCCc3ccccc3)nnc12	9.8	0.0%
CN1CCC(C(=O)N2CCCC(C(=O)c3ccc4c5c(cccc35)CC4)C2)CC1 (stereo not drawn)	-10.1	-0.2%
CC(NC(=O)c1ccc(Cn2cc([N+](=O)[O-])cn2)o1)c1ccccc1 (stereo not drawn)	12.3	2.1%
COc1ccc(CC(=O)NNC(=O)c2cccs2)cc1OC	-5.4	-3.8%
CCSc1nnc(CNC(=O)C23CC4CC(CC(C4)C2)C3)n1Cc1ccccc1	4.2	-4.3%
Cn1c(=O)c2[nH]c(CCCC(=O)O)nc2n(Cc2ccccc2)c1=S	/	-3.9%
O=C(NNS(=O)(=O)c1ccccc1)c1csc(-c2cccnc2)n1	/	-1.0%
Cc1ccc(-n2c(-c3cn(C)nc3C)n[nH]c2=S)cc1	4.1	-3.0%

Individual results from above:
Reading of `CN1CCC(C(=O)N2CCCC(C(=O)c3ccc4c5c(cccc35)CC4)C2)CC1` (stereo not drawn) in M. tuberculosis GlmU: -0.2%
Reading of `O=C(NNS(=O)(=O)c1ccccc1)c1csc(-c2cccnc2)n1` in M. tuberculosis GlmU: -1.0%
Reading of `O=C(c1cn(Cc2ccccc2)c2ccccc12)C1CC1` in M. tuberculosis GlmU: -9.0%
Reading of `COc1ccc(CC(=O)NNC(=O)c2cccs2)cc1OC` in M. tuberculosis GlmU: -3.8%
Reading of `Cc1ccc(-n2c(-c3cn(C)nc3C)n[nH]c2=S)cc1` in M. tuberculosis GlmU: -3.0%
Reading of `CCSc1nnc(CNC(=O)C23CC4CC(CC(C4)C2)C3)n1Cc1ccccc1` in M. tuberculosis GlmU: -4.3%

Further structures follow.
smiles	RmlCD inh 1536	M. tuberculosis GlmU
COCCNC(=O)C(c1ccc(F)cc1)N(C(=O)CCC(=O)Nc1nccs1)c1cccc(C)c1 (stereo not drawn)	19.0	6.5%
Cc1cccc(NC(=O)CN(C)S(=O)(=O)c2ccc(Br)cc2)n1	-5.3	-1.2%
CC(C)NC(=O)CN1CCC(O)(c2ccccc2)CC1	2.3	-5.0%
c1ccc(Cn2cc(CN3CCCO3)c(-c3ccc4c(c3)OCO4)n2)cc1	1.1	-0.1%
CCOC(=O)NC1=NCC(C)S1 (stereo not drawn)	1.7	4.0%
Cc1nnc(SCC(=O)NC(C)(C)C)n1NCc1ccc(Cl)cc1	-2.8	-2.5%
CCOc1ncccc1C(=O)OCC(=O)c1ccc(C)c(C)c1	3.4	0.5%
COC(=O)c1cc(C(=O)Nc2ccc(Cl)cn2)cc([N+](=O)[O-])c1	-13.0	-4.5%
COc1ncccc1-c1nnn(-c2ccc(Cl)nc2)n1	/	2.7%
CCCCn1c(=O)n(C)c(=O)c2c(C(F)(F)F)cc(-c3ccncc3)nc21	4.4	0.7%
NS(=O)(=O)c1cnccc1Nc1ccc(Cl)c(Cl)c1	-5.3	2.1%
Cn1c(=NC(=O)C(C)(C)C)sc2cccc(F)c21	/	4.2%
CC(=O)NC1C(OCc2cccc(Br)c2)OC(COC(C)=O)C(OC(C)=O)C1OC(C)=O (stereo not drawn)	/	-5.3%
CC(C)CCOc1ccc(C2=NNC(=O)CC2)cc1	/	2.8%
CC(Oc1ccc(Cl)cc1)C(=O)N/N=C/c1ccsc1 (stereo not drawn)	/	3.1%
O=C(O)c1ccc(-c2ccc(/C=C3\NC(=O)N(Cc4ccc(Cl)cc4)C3=O)o2)cc1Cl	-5.1	67.1µM*
NCCCC[C@H]1CNC(=S)N1CCCCC1CCCCC1	/	-11.2%
O=C(NCc1ccc2c(c1)OCO2)c1ccc2c(c1)S(=O)(=O)c1ccccc1C2=O	/	-4.3%
Cc1cccc(-n2cc(CNCCN3CCOC3=O)c(-c3cccc(F)c3)n2)c1	/	-2.9%
COc1cccc(-c2nc(N3CCN(c4ccccc4)CC3)c3ccccc3n2)c1O	-9.5	-5.9%
Cc1ccc(C)c(CN2C(=O)C3(OCCCO3)c3ccccc32)c1	/	0.4%
COCCN(CCOC)S(=O)(=O)c1ccc(C(=O)Nc2nc(-c3ccncc3)cs2)cc1	-0.5	-3.0%
CCOc1cccc(OCCOCCN2CCCC2)c1	/	3.2%
CCOC(=O)c1c(NC(=O)c2ccoc2C)sc(C)c1C	86.1	-4.0%
N#Cc1nc(-c2ccc(OCc3ccccc3)cc2)oc1NCCCn1ccnc1	10.6	-10.7%
COc1cc(OC)nc(NC(=S)NC(=O)c2ccccc2)n1	/	-0.2%
Clc1ccc(CSc2nc3ccncc3[nH]2)cc1	36.4	-6.6%
O=C1/C(=C/c2ccc([N+](=O)[O-])cc2)CCc2ccccc21	/	2.0%
C/C(=N\NC(=O)C1=NNC(=O)C1C)c1cccs1 (stereo not drawn)	10.9	0.7%
Cc1ccc(NC(=O)Nc2ccccc2C(N)=O)cc1	-6.8	1.9%
CCN(CC)c1ccc(NC(=O)c2cnc3ccccn3c2=O)c(C)c1	6.7	3.6%
Cc1cc(C)n(CCN(C)c2nc3nonc3nc2NC2CC2)n1	-0.2	0.9%
CN(C)Cc1nc2ccccc2c(=O)n1Cc1nc(-c2cccc([N+](=O)[O-])c2)cs1	/	-2.9%
O=S(=O)(Nc1nc2ccccc2nc1Cl)c1ccc2ccccc2c1	-9.4	3.2%
O=C(/C=C/c1ccco1)Nc1ccccc1N1CCCC1	7.6	-0.9%
CCCNS(=O)(=O)c1ccc2c(c1)CCCN2C(C)=O	5.3	-3.7%
Cc1ccc(CSCC(=O)N/N=C/c2ccc(OCC(=O)Nc3ccc(C)cc3)cc2)cc1	7.0	/
CCCC(CCC(=O)Nc1cc([N+](=O)[O-])ccc1O)C(=O)O (stereo not drawn)	-10.9	5.8%
Cc1cc(C(=O)N2CCN(c3ncccn3)CC2)nn1C	/	0.1%
CCN(CC)CCn1c(N)cc(=O)[nH]c1=O	-7.9	7.6%
COc1ccc(C(=O)Nc2ccc(C(=O)OCC(=O)c3ccccc3)cc2)cc1	-12.2	-2.8%
CSc1nnc(-c2ccco2)n1-c1ccccc1	/	2.1%
Cc1ccc(C(=O)NNC(=O)c2ccc(SCC3CCCO3)c([N+](=O)[O-])c2)cc1 (stereo not drawn)	0.8	-1.0%
COc1ccc(CN2C(=O)c3cccnc3C2Nc2ccc(C)cc2)cc1 (stereo not drawn)	/	-5.6%
CC(C(=O)Nc1nccs1)c1ccc([N+](=O)[O-])cc1 (stereo not drawn)	/	-5.6%
CN(C)S(=O)(=O)c1ccc(S(=O)(=O)N2CCCC2)cc1	/	5.0%
CCn1c(COc2ccc(=O)n(-c3ccccc3)n2)nnc1SCC(=O)OC	45.4	-6.7%
CS(=O)(=O)N(CC(=O)Nc1ccccc1Cl)c1ccc(Cl)cc1	2.4	-3.9%
O=C(CCc1ccc(S(=O)(=O)N2CCOCC2)cc1)Nc1ccc2ccccc2c1	/	-4.2%
CCc1ccc(C2C(C#N)=C(N)C(C#N)(C#N)C3=CCC(C(C)(C)C)CC32)cc1 (stereo not drawn)	/	0.4%

More entries follow:
smiles	RmlCD inh 1536	M. tuberculosis GlmU
CC(=O)c1cc2c(=O)c3ccccc3oc2nc1C	/	-7.8%
Cc1ccc(Nc2nc(/N=C/N(C)C)n[nH]2)cc1C	2.5	-5.3%
CC1(C)Cc2c(sc(NC(=O)c3ccco3)c2C#N)CO1	/	-1.3%
O=C(COC(=O)c1ccccc1SCC(=O)NC1CCCCC1)NC1CCCCC1	-4.9	-1.9%
CCOC(=O)c1ccc(NC(=O)N2CCN(c3cccc(OC)c3)CC2)cc1	25.0	-0.1%
Cc1ccc(C(C)C)c(OCC(O)CN2CC(C)OC(C)C2)c1 (stereo not drawn)	14.5	2.8%
Cc1cccc(-n2cnc(C(=O)N/N=C\c3ccc(Br)cc3)c2)n1	-9.1	-4.2%
CCc1nc2c(cnn2-c2ccc(Cl)cc2)c(=O)n1-c1ccc2c(c1)OCCO2	/	1.7%
CCOC(=O)c1c(C)[nH]c(N=Nc2ccccc2C)c1C	/	4.2%
Cc1ccc(-c2nc(N)c3c(-c4ccc(C)cc4)nn(C(C)(C)C)c3n2)cc1	/	6.0%
COc1ccc(Nc2ncnc3ccccc23)cc1	/	-3.2%
CCCCOC(=O)c1ccc(NC(=O)c2cnccn2)cc1	/	-1.1%
O=C(Cn1cncn1)c1ccc(F)cc1F	-9.8	-5.1%
CC(C)C(NS(=O)(=O)c1cccc2nsnc12)C(=O)NCCC1=CCCCC1 (stereo not drawn)	-9.1	2.4%
COC(=O)[C@@H]1C[C@@]2(O)[C@H](O)[C@H](O)[C@H](O)C[C@H]2N1C/C=C/c1ccccc1	/	-2.1%
CCOc1cc2c(cc1OC)C(c1cccc([N+](=O)[O-])c1)NCC2 (stereo not drawn)	/	1.7%
Cc1c(O)c2c3c(cccc3c1O)C(=O)N(c1ccccc1)C2=O	7.7	-2.5%
O=C(Nc1ccon1)c1cc2ccccc2oc1=O	/	-4.0%
CC(=O)N(C)c1ccc(NS(=O)(=O)Cc2ccccc2)cc1	/	-1.8%
CN(C(=O)Nc1cnccc1C(F)(F)F)C1CCCCC1	-11.6	2.5%
CCc1nnc(NC(=O)CSc2nnc(Cc3cccn3C)n2C)s1	-3.9	-0.8%
O=C1N=NC2=C1c1c3ccccc3c(O)n1CC2	-6.1	-4.6%
Cc1nc(-c2ccccc2O)n(-c2ccccc2)n1	-7.2	-4.7%
CCOC(=O)c1cnc2ccc(OCC)cc2c1NCCN1CCOCC1	8.2	-6.2%
CCOc1ccc2nc(S(N)(=O)=O)sc2c1	/	-1.5%
O=C(NC(=S)Nc1ccc(S(=O)(=O)Nc2nccs2)cc1)c1ccccc1	8.5	-2.6%
CCCCNC(=O)COC(=O)c1ccc(NC(C)=O)cc1	-15.1	0.3%
COc1ccc(CC(=O)OCC(=O)NCc2ccccc2Cl)cc1OC	-6.7	-0.6%
COc1cc2c(=O)n(Cc3ccco3)c(=O)n(CC(=O)c3cccc(Br)c3)c2cc1OC	-5.0	0.8%
O=C(COC(=O)c1ccc(S(=O)(=O)NCc2ccco2)cc1)Nc1ccccc1OC(F)F	5.8	0.5%
CC(C)C(C)(C#N)NC(=O)CSc1nncn1-c1ccccc1 (stereo not drawn)	-10.6	2.7%
Cc1nc(-c2noc(-c3ccc(Cl)cc3)n2)c(C(F)(F)F)o1	-6.0	/
CCN(CC)c1cc(C)c2cc(NC(=O)c3cccs3)ccc2n1	-7.2	1.8%
Cn1cc(/C=C2\SC(=S)N(N3CCOCC3)C2=O)c2ccccc21	/	0.3%
CCOc1ccc(CCNS(=O)(=O)c2cnc[nH]2)cc1OCC	-4.7	0.7%
CN(C)S(=O)(=O)c1cccc(C(=O)NCCc2ccccc2)c1	8.8	-1.2%
O=C1CC(C(=O)Nc2ncccn2)C(c2ccccc2)O1 (stereo not drawn)	15.9	-1.0%

Assay outcomes (PubChem)
